TDP-43 yeast inh – rescues yeast growth from TDP-43 toxicity | TDP-43 expressing yeast growth rescue, BacTiter-Glo, 24 h | Potency, µM (titrated, usually from 46.1 µM), for inactives: at the top dose growth rescue (activation), actives largely listed as activators | 1.8% of 410,000 active | AID 652104; note: % of control where 0% means no effect; nearly all actives have a fitted effect of over 50% in size
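Luminescence from BacTiter-Glo reports growth of TDP-43-expressing yeast after 24 hr at 30 deg C with compound. Cells were raffinose-pregrown to mid-log, then seeded in galactose medium at OD600=0.02.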
EPAC1 agonist – agonists of human EPAC1; O95398; EPAC1 agonist qHTS, biochemical assay; response scale: 100% = response to 6.5 mM cAMP; Potency, µM (highest dose often 154 µM), without a hit: at the highest dose activation, hits mostly activators; 0.073% of 360,000 active; AID 720707; note: nearly all actives have a fitted effect of over 60% in size
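Nucleotide exchange by EPAC1 (100 nM) on Rap1B–BODIPY-GDP (250 nM) in the presence of 50 uM GDP is tracked fluorescently at 480/540 nm over 30 min. Signals are normalized to a 6.5 mM cAMP control.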
EPAC2 ag – agonists of human EPAC2 (RAPGEF4); EPAC2 activation, biochemical qHTS; response scale: 100% = 6.5 mM cAMP response; Potency, µM (series often up to 154 µM), without a hit: top-dose activation, usual class: activators; 0.079% of 360,000 active; AID 720711; note: nearly all actives have a fitted effect of over 50% in size
Target sequence (Q8WZA2 whole entry, looked up): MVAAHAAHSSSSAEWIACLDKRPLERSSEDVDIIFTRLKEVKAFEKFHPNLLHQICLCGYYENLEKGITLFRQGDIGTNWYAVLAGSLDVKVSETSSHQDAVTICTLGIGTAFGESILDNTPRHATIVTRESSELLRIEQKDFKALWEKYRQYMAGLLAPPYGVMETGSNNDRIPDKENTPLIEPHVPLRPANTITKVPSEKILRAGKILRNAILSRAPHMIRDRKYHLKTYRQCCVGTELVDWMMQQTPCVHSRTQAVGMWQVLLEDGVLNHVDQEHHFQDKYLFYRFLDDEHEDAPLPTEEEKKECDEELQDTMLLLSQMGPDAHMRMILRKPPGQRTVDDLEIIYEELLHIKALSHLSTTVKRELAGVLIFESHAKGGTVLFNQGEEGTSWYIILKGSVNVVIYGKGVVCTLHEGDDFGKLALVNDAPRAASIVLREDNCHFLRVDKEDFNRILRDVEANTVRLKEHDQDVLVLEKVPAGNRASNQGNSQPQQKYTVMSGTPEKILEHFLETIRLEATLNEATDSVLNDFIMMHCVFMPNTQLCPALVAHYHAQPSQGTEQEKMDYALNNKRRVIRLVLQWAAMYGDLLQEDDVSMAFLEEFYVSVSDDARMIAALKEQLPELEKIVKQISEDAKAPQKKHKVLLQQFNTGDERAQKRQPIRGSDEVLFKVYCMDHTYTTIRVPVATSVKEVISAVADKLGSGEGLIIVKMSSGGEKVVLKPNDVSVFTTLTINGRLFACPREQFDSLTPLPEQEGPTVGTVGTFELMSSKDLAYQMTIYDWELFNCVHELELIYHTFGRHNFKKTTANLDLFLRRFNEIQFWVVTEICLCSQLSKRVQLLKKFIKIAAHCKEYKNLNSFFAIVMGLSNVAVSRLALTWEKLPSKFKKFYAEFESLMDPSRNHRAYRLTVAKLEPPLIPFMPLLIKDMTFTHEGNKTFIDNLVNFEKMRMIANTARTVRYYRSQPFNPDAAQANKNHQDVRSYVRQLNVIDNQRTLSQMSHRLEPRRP
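Fluorescence exchange assay: 100 nM EPAC2 with 250 nM RAP1B-BODIPY-GDP and 50 uM GDP; compounds tested as a concentration-titration series (qHTS). Loss of Rap1-bound BODIPY-GDP fluorescence read at 480/540 nm; data normalized to 6.5 mM cAMP.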
aSyn rescue – alpha-synuclein toxicity inhibition in yeast | Yeast expressing alpha-synuclein, growth rescue, BacTiter-Glo, 24 h | 0.14% of 370,000 active | Potency, µM (highest dose often 46.1 µM), for inactives: at the top dose growth rescue (activation), actives largely listed as activators; note: % of control where 0% means no effect; nearly all actives have a fitted effect of over 65% in size
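Galactose-induced alpha-syn yeast (OD600=0.02, raffinose-pregrown) + pinned cpd, 24 hr, 30 deg C; growth by BacTiter-Glo luminescence. Growth restoration scores as activation.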
EPAC2 antagonist – antagonists of human EPAC2 | EPAC2 GEF exchange of Rap1B-BODIPY-GDP, fluorescence | Potency, µM (doses to about 114 µM), for the others: top-dose activity, negative = inhibition, most hits filed as inhibitors | 0.18% of 360,000 active | AID 720708; note: % is set by controls: 0 for no effect and ±100 for the full control effect; nearly all actives have a fitted effect of over 45% in size; many of its hits are not listed in these tables
FUS yeast rescue – suppressors of FUS proteinopathy in yeast. Potency, µM (top dose mostly 76.6 µM), for the others: top-dose growth rescue (activation), actives largely listed as activators. 0.24% of 390,000 active. S. cerevisiae FUS-expressing, growth rescue, OD600, 24 h;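 note: plate controls were DMSO vehicle for no effect and reference control for full effect; nearly all actives have a fitted effect of over 55% in size; some results filed as inactive show a strong effect at the top dose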
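FUS-expressing yeast, raffinose-pregrown, induced in 2% galactose minimal medium at OD 0.005; compounds in a dilution series, 24hr at 30C. Growth restoration read as absorbance at 600 nm. CP55940 positive control, DMSO negative.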
PTHR1 agonist – activates the human parathyroid hormone receptor PTHR1; 0.075% of 410,000 active; AID 743266; HEK293 GP2 PTHR1 cells, GloSensor cAMP luminescence, 1 h; Potency, µM (titrated, usually from 115 µM), for the others: at the highest dose activation, actives largely listed as activators; Q03431; note: nearly all actives have a fitted effect of over 55% in size; some results filed as inactive show a strong effect at the top dose; inactives centre near -15; many of its hits are not listed in these tables
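HEK-293-derived GP2 cells expressing PTHR1 and a GloSensor cAMP reporter, 3,000/well, plated overnight, given luciferin plus IBMX (each 0.5 mM as added) for 1 h at 37 °C, then compound for 1 h at 37 °C. Luminescence was read after 15 min at room temperature.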
EPAC1 antagonist – EPAC1 (human) antagonism. 0.14% of 360,000 active. Potency, µM (titrated, usually from 115 µM), inactives show at the highest dose activity change, negative = inhibition, most hits filed as inhibitors. EPAC1 GEF assay, Rap1b-BODIPY-GDP exchange fluorescence;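 note: plate controls were vehicle for no effect and positive control for full effect; nearly all actives have a fitted effect of over 50% in size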
The depositor's hits bear a star; i = inactive; u = inconclusive; x = not tested or not shown; & = joins results of further samples; [ ] = dose if it differs, or a comment. Calls come from the whole dose curve; as a rule, active = well fitted curve in the direction sought with a large enough effect; inconclusive = small, poorly fitted or top-dose-only effect, or another doubt; inactive = no such curve, though single readings can be large; an effect the other way counts as inactive or inconclusive. Potency is the fitted concentration of half-maximal effect. An excerpt; count on the stated rates, not on these rows.

The first 2 entries, to show the layout:
entry	compound	TDP-43 yeast inh	EPAC1 agonist	EPAC2 ag	aSyn rescue	EPAC2 antagonist	FUS yeast rescue	PTHR1 agonist	EPAC1 antagonist
1	CC(=O)C(C)n1cnc2scc(-c3ccc(C)cc3)c2c1=O (configuration not stated)	12%	1%	0%	-1%	-1%	-9%	-15%	1%
2	COc1ccc(S(=O)(=O)N(CC(C)C)C2CCS(=O)(=O)C2)cc1OC (configuration not stated)	0%	6%	2%	-5%	-4%	0%	16%	-5%

The whole of this part (from the top)
entry	compound	TDP-43 yeast inh	EPAC1 agonist	EPAC2 ag	aSyn rescue	EPAC2 antagonist	FUS yeast rescue	PTHR1 agonist	EPAC1 antagonist
1	CC(=O)C(C)n1cnc2scc(-c3ccc(C)cc3)c2c1=O (configuration not stated)	12%	1%	0%	-1%	-1%	-9%	-15%	1%
2	COc1ccc(S(=O)(=O)N(CC(C)C)C2CCS(=O)(=O)C2)cc1OC (configuration not stated)	0%	6%	2%	-5%	-4%	0%	16%	-5%
3	O=C(CSc1ccc(Br)c2cccc(Cl)c12)Nc1ccc(S(=O)(=O)Nc2nccs2)cc1	-9%	10%	6%	3%	u	39%	i	u
4	NS(=O)(=O)c1ccc(NC(=O)/C(=C/c2ccncc2)NC(=O)c2ccccc2)cc1	-21%	-1%	8%	-11%	2%	19%	-12%	10%
5	NC(=O)C1(N2CCCCC2)CCN(S(=O)(=O)c2cc(Cl)ccc2Cl)CC1	-11%	-20%	7%	1%	1%	-12%	i	-11%
6	O=C(c1ccccc1)c1ccc(Cn2cc(CCCO)nn2)cc1	12%	1%	0%	3%	14%	-13%	-42%[inhibitor]	6%
7	COc1ccccc1N1CCN(C(=O)CCS(=O)(=O)c2ccc3c(c2)oc(=O)n3C)CC1	-1%&2%	5%	5%	-1%	-2%	-9%&7%	-3%	-20%
8	CC1=NNC(=O)/C1=C\c1cn(-c2ccccc2)nc1-c1ccc(F)cc1	11µM*	0%	12%	-70%[inhibitor]	-16%	u	-56%	-25%
9	COC(=O)C[C@H]1CC[C@H](NC(=O)c2ccc(F)cc2)[C@@H](CO)O1	20%	-7%	0%	0%	1%	-6%	i	-9%
10	CCC(C)NC(=O)CC(C)C (configuration not stated)	-4%	3%	-7%	-1%	-2%	13%	i	13%
11	Cc1c(Br)cccc1NC(=O)c1sccc1-n1cccc1	0%	13%	12%	3%	-4%	11%	-6%	-4%
12	CCOC(=O)c1cc(=O)c2ccc(OCc3ccccc3)cc2o1	16%	-5%	2%	-2%	3%	-10%	i	-16%
13	Cc1ccc(C(=O)Nc2ccccc2[N+](=O)[O-])cc1S(=O)(=O)N1CCOCC1	20%	-19%	4%	7%	-4%	27%	-27%	u
14	Cc1cccc(C)c1NC(=O)CSc1nnc([C@H](C)NC(=O)OC(C)(C)C)o1	25%	-2%	6%	0%	3%	16%	i	5%
15	S=C(Nc1ccccc1)N1CCN(c2ccccc2)CC1	-8%	-11%	10%	20%	14%	6%	-47%	-3%
16	COC(=O)C1=C(C)NC2=C(C(=O)c3ccccc32)C1c1ccc(-c2ccc(C(=O)O)cc2)o1 (configuration not stated)	7%	-8%	-4%	23%	-28%	12%	i	u
17	CC1=C(C(=O)N(C)C)CC(CC(=O)NCCCN(C)C)C(=O)N1Cc1ccc(F)cc1 (configuration not stated)	16%	-13%	0%	-4%	-9%	-28%	-18%	8%
18	Cc1cc(C)c2cc(C(=O)Nc3ccc4c(c3)OCO4)[nH]c2c1	-4%	13%	8%	-4%	-6%	0%	i	-1%
19	O=C1CC(c2ccc3ccccc3c2)NN1 (configuration not stated)	15%	4%	-1%	1%	-4%	13%	-16%	0%
20	COc1cccc(C2CC3(CC(C)(C)NC(=S)N3)Oc3cc(O)ccc32)c1 (configuration not stated)	4%	3%	-2%	-1%	-8%	x	-13%	8%
21	O=C(CN1CCC(C(=O)c2ccc3c(c2)OCCO3)CC1)Nc1ccccc1C(F)(F)F	1%	14%	7%	0%	1%	10%	i	-14%
22	Cc1c(NC(=O)c2ccccc2NC(=O)c2ccccc2)cccc1C(=O)O	-10%	2%	11%	-1%	-5%	41%	7%	u
23	Nc1ccc(Cc2ccc([N+](=O)[O-])cc2)cc1	5%	6%	8%	12%	-10%	-8%	-3%	-4%
24	CN(C)CCNC(=S)Nc1ccc(Cl)cc1	-11%	0%	10%	-2%	-6%	4%	-10%[57.5 µM]	-2%
25	Cc1ccc(CNc2nc3cc(-c4ccccc4C)sc3c(=O)n2C)c(C)c1	6%	-21%	13%	u	-11%	u	-40%[inhibitor]	-26%
26	COc1ccc(Nc2oc(-c3ccc(OC)cc3)nc2C#N)cc1	-3%	-1%	10%	-1%	-5%	-11%	i	11%
27	C1CCC(n2nnnc2CN2CCCC2)CC1	13%	-2%	6%	-2%	15%	29%	i	2%
28	COc1ccccc1CC(=O)Nc1ccc2c(C)cc(=O)oc2c1	-1%	6%	5%	-4%	2%	-6%	i	-10%
29	CCOc1ccc(-n2ccnc(SCC(=O)NCCc3ccccc3)c2=O)cc1	-5%	9%	5%	1%	-2%	21%	-13%	1%
30	CC(=O)c1ccc(N2CCN(C(=O)CCCn3c(=O)[nH]c4ccc(Br)cc4c3=O)CC2)cc1	13%	2%	8%	7%	-4%	23%	-27%	-13%
31	Cn1c(=O)c2cc(NC(=S)NCc3ccccc3F)ccc2n1Cc1cccc(C(F)(F)F)c1	-12%	-19%	0%	-13%	-7%	u	-64%[inhibitor]	u
32	O=C1NC[C@H](Cc2ccc(O)cc2)N(CCc2cc(C(F)(F)F)cc(C(F)(F)F)c2)C1=O	-4%	-21%	-8%	0%	-16%	23%	-10%	-23%
33	Cc1ccc2nc(-c3ccc4c(c3)NC(=O)CO4)cn2c1	-14%	5%	17%	0%	-7%	12%	-13%	-3%
34	COCCN1C(=O)CCC1(C)C(=O)Nc1c(C)cccc1C (configuration not stated)	2%	11%	4%	8%	-7%	-10%	-21%	-12%
35	CCOC(=O)C(NCCCO)c1ccccc1 (configuration not stated)	-22%	8%	4%	0%	-1%	4%	i	6%
36	OC(c1ccccc1)c1nc(-c2cnc3ccccc3c2)cs1 (configuration not stated)	0%	3%	13%	u	-11%	-1%	i	-5%

Complete entries as entered above. Values in the order: TDP-43 yeast inh | EPAC1 agonist | EPAC2 ag | aSyn rescue | EPAC2 antagonist | FUS yeast rescue | PTHR1 agonist | EPAC1 antagonist
Profile of `CCOc1ccc(-n2ccnc(SCC(=O)NCCc3ccccc3)c2=O)cc1` : -5% | 9% | 5% | 1% | -2% | 21% | -13% | 1%
Profile of `CCOC(=O)C(NCCCO)c1ccccc1` (configuration not stated) : -22% | 8% | 4% | 0% | -1% | 4% | i | 6%

(more compounds)
entry	compound	TDP-43 yeast inh	EPAC1 agonist	EPAC2 ag	aSyn rescue	EPAC2 antagonist	FUS yeast rescue	PTHR1 agonist	EPAC1 antagonist
37	CCNc1nc2c(c(=O)n(C)c(=O)n2C)n1Cc1ccc(Cl)cc1	u	4%	3%	0%	9%	-10%	i	5%
38	CC(C)c1cc(Br)ccc1OCCCN1C(=O)NC(C)(C)C1=O	u	8%	14%	11%	-16%	u	-32%[inhibitor]	-12%
39	Cc1cccc(C)c1NC(=O)NCCCN1CCN(c2ccccc2)CC1	2%&-1%	0%	-2%	2%	9%	-27%&-6%	-17%&15%	2%
40	N#Cc1nc(Cc2ccccc2)oc1N1CCCC1	-8%[0.397 µM]	4%	4%	8%	-15%	12%	-2%	-3%
41	O=C(CC1C(=O)NCCN1Cc1ccccc1)NC1CCCCCC1 (configuration not stated)	-12%	1%	-2%	-11%	-7%	29%	i	1%
42	CCOc1ccc(CCNC(=O)C2CCC(=O)N2C2CCCCC2)cc1OCC (configuration not stated)	-17%	-2%	-8%	7%	3%	17%	-13%[57.5 µM]	5%
43	CC(C)C[C@H](CO)Nc1nc(Nc2cccc(Cl)c2)c2ncn(C(C)C)c2n1	28%	-14%	1%	4%	-2%	27%	-36%[inhibitor]	-12%
44	COc1ccccc1C(=O)NC(=O)CSc1nnc(SC)s1	-15%	3%	-4%	1%	3%	-7%	i	-4%
45	CCc1cc2cc(C)ccc2nc1SCC(=O)N1CCN(C(=O)c2ccco2)CC1	u	7%	13%	16%	-9%	u	-16%	0%
46	CCCc1ccc2oc(C(=O)N3CCC(COC)C3)c(C)c2c1 (configuration not stated)	0%	8%	13%	1%	-3%	u	-28%	-5%
47	CC1CCCN(CCC(=O)Nc2ccccc2)C1 (configuration not stated)	13%	-1%	-1%	1%	6%	-23%	i	-9%
48	Cc1ccc(C)n1-c1nnc(N2CCC(C(=O)NCCCN3CC(C)CC(C)C3)CC2)s1 (configuration not stated)	-4%	1%	-4%	-2%	-5%	33%	-15%	12%
49	Cc1cc(/C=C(\C#N)C(=O)NC2CC2)c(C)[nH]1	2%	1%	2%	-16%	5%	x	-11%	13%
50	Cc1nn(C)c2c1NC(=O)CS2	-3%	-11%	16%	-4%	11%	-36%	i	8%
51	CCCNC(=O)CSc1nc(-c2cccs2)cc(C(F)(F)F)n1	18%	6%	-1%	6%	-12%	42%	u	-13%
52	O=C(CCN1C(=O)/C(=C/c2ccccc2Cl)SC1=S)NC1C=CS(=O)(=O)C1 (configuration not stated)	16%	-19%	-9%	4%	-9%	6%	-10%	3%
53	CCN(CC)C(=O)Oc1c(Cl)cc(Cl)c2cccnc12	-8%	-5%	6%	11%	-11%	19%	-3%	-12%
54	COc1cccc(-c2cc(C(=O)N3CCN(Cc4ccccc4)CC3)no2)c1	-16%	30%	29%	1%	-8%	-7%	-17%	-8%
55	COc1ccc(C)cc1S(=O)(=O)N(C)CC(=O)N1CCC(C(N)=O)CC1	-9%	-8%	-4%	0%	6%	17%	0%	-19%
56	CC(C)OCC(O)CN (configuration not stated)	7%	-5%	10%	0%	-1%	-3%	-14%[57.5 µM]	3%
57	N=c1n(CCN2CCOCC2)c2ccccc2n1Cc1ccccc1Br	13%	6%	-2%	-1%	5%	16%	-7%[57.5 µM]	-2%
58	COCCNc1ncnc2onc(-c3ccc(F)cc3)c12	u	x	x	-12%	x	-27%	i	x
59	O=C(O)CCCC(=O)N1CCc2cc(S(=O)(=O)NCc3ccccc3)ccc21	-1%&-9%	-6%	20%	-4%	3%	-21%&-14%	-13%&30%	-13%
60	O=C(NCC(=O)N1CCN(S(=O)(=O)c2c(F)cccc2F)CC1)c1ccccc1F	18%	2%	-9%	2%	0%	7%	-4%	11%
61	CCOc1ccccc1NC(=O)c1c(Br)cnn1C	18%	2%	7%	1%	0%	x	i	3%

Assay outcomes from PubChem.
